# PGC1a acetyl inh – lowers PGC1a acetylation signal in U2OS cells; AlphaScreen anti-acetyl-lysine; with virally co-expressed GCN5 acetyltransferase; inhibition, % at 15.6 µM; actives 0.17% (n = 350,000);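 active = every replicate shows inhibition of at least 40%; inconclusive = mean inhibition at least 40% but some replicate below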;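 also: 0% = neutral control wells and 100% = positive control wells; some results beyond the cut were filed as inactive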
# GSIS activator – primary screen for activators of insulin secretion dependent on glucose, INS-1E cells, GLuc reporter luminescence. INS-1E GLuc reporter insulin secretion, 2-3 h. activation, % at 16.6 µM. actives 0.61% (n = 370,000);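 active = lowest replicate activation of at least 40%, so every replicate reaches that level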;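 also: 0% = median of neutral control wells and 100% = median of IBMX positive control wells; some compounds called inactive have numbers as strong as hits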
# C2C12 statin – protects C2C12 myotubes from simvastatin toxicity. ATP luminescence, 48 h; scaled: DMSO 0, geranylgeraniol control 100. rescue of ATP level, % at 7.49 µM. actives 0.78% (n = 330,000);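 active = mean ATP rescue above about 67%, or every replicate alone reaching that limit, limit read from the data, passing the limit was not always enough; inconclusive = no clear call, values can overlap the other calls; inactive = mean under the limit and some replicate under it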;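 also: myotubes were challenged with 10 µM simvastatin during compound exposure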
# Cneo AK release – Cryptococcus neoformans lysis via adenylate kinase release | C. neoformans lysis, adenylate kinase release luminescence, 4 h; normalised: neutral wells 0, clomiphene wells 100 | lysis activity, % at 15 µM | actives 0.2% (n = 360,000);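 active = mean lysis activity across replicates of at least 80%, whatever share of replicates individually reach that level; inactive = mean lysis activity below 80%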
#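 Signal: Adenylate kinase release luminescence | Assay system: Log-phase Cryptococcus neoformans yeast cells | Input: Cells at 5 × 10^6 per mL | Buffer or medium: Fresh YPD growth medium | Compound: Single dose | Schedule: Static 4 h at 37 °C with compound, 1 h detection | Controls: Clomiphene | Read-out: Luminescence rise reflecting yeast cell lysis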
# PAX8 reporter – lowers PAX8-driven luciferase in RMG-I cells; RMG-I TPO-luciferase reporter, SteadyGlo, 24 h; inhibition, % at 12.6 µM; actives 1.2% (n = 360,000);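 active = mean replicate inhibition at least 60% with every replicate also reaching 60%; inconclusive = only one of the two criteria is met; inactive = mean below 60% and not all replicates reaching 60%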;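 also: luciferase light reporting Pax8 driven TPO promoter activity; plate controls were median of neutral control wells for no effect and mitoxantrone controls for full effect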
# LGR2 inh – inhibitors of bursicon-induced Drosophila LGR2 receptor cAMP signaling; HEK293 LGR2, CRE-luciferase, bursicon-stimulated, 4 h; inhibition, % at 9.99 µM; actives 0.35% (n = 380,000);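 active = drop in luminescence signal, shown as inhibition above about 50% in the replicate tests, limit read from the data, passing the limit was not always enough; inconclusive = probably only some replicates passing the limit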;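 also: agonist challenge used bursicon conditioned medium at about half maximal strength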
# PglD inh – PglD (C. jejuni) enzyme inhibition; actives 0.098% (n = 360,000); inhibition, % at 12.5 µM; AID 602405; purified PglD enzyme, DTNB colorimetric CoA detection; in the data active = inhibition above about 16%, passing the limit was not always enough; inconclusive = no clear call, values can overlap the other calls; also: strong numbers were not always called active
# ARNT-TACC3 inh – disrupts binding between human ARNT and TACC3 | Q9Y6A5 | AlphaScreen His-ARNT PAS-B/GST-TACC3 binding, luminescence; TACC3 fragment carries E629A point mutation | inhibition, % at 9.99 µM | actives 0.66% (n = 390,000);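 active = mean inhibition of replicates at least 50% and at least half of replicates each reaching 50%; inconclusive = half or more replicates reach 50% but mean below 50%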;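 also: 0% = complete ARNT plus TACC3 wells and 100% = ARNT alone without TACC3; many hits fall short of the cut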
# * marks the source's active call; other numbers are inactive results; ? = inconclusive; · = no result given; & = joins results of further samples.
SMILES,PGC1a acetyl inh,GSIS activator,C2C12 statin,Cneo AK release,PAX8 reporter,LGR2 inh,PglD inh,ARNT-TACC3 inh
O=C(NCC1CCCO1)C(c1ccc(F)cc1)N(Cc1ccc2c(c1)OCO2)C(=O)c1ccc(CN2CCOCC2)o1 (stereo unspecified),-4,-5,5,0,12,13,3,-4
C[C@@H]1CCCCO[C@H](CN(C)Cc2ccccc2)[C@@H](C)CN([C@H](C)CO)C(=O)c2cc(N(C)C)ccc2O1,-9,9,-6,·,-23,8,·,·
C[C@H]1CCCCO[C@H](CN(C)CC2CCCCC2)[C@@H](C)CN([C@@H](C)CO)C(=O)c2cc(NC(=O)Nc3ccc(F)cc3)ccc2O1,-15,-28,·,2,68*,13,1,9
CCS(=O)(=O)c1ccc2c(c1)N(S(C)(=O)=O)CC(C(=O)NCCOC)O2 (stereo unspecified),0,·,·,-2,-3,·,-4,0
CCCNC(=O)N(C)C[C@H]1Oc2ncc(C#CC3CC3)cc2C(=O)N([C@@H](C)CO)C[C@@H]1C,2,-3,44,-6,·,5,0,-8
CCOCCc1nnc(NC(=O)c2cccs2)s1,-9,·,-7,0,-12,·,0,-4
COc1ccc(NC(=O)CCC(=O)c2cc(C)sc2C)cc1,·,-2,-7,0,-19,-5,0,-2
CCOc1ccccc1CNC(=O)c1cc2oc3ccccc3c2n1C,-88,·,-3,0,-5,·,-1,-1
CNC(=O)c1c[nH]n2c(=O)c(Cc3ccccc3F)c(C)nc12,4,-9,7,-2,-16,24,-5,-1
Cc1cc(Nc2cccc(Cl)c2)c2ccccc2n1,-50,4,-8,-8,-26,4,0,3
N=c1c2c3c(sc2ncn1N)CCCC3,5,32,·,·,-3,15,·,15
CSC(=O)NC(=O)NC(=O)c1ccc([N+](=O)[O-])cc1,·,-3,15,-1,4,12,-5,-2
CCN(Cc1ccccc1)C(=O)c1nn(-c2ccc(OC)cc2)c(=O)c2c1c1ccccc1n2C,-4,0,2,·,25,12,·,0
COCCN(C(=O)c1csnn1)C(C(=O)NC1CCCC1)c1ccc(C)cc1 (stereo unspecified),·,-2,3,0,7,3,-6,-6
Cc1ccc(N2C(=O)[C@@H]3[C@H](C2=O)C2c4ccccc4C=NN2[C@@H]3C(=O)c2ccc(Cl)cc2)cc1 (stereo partly specified),·,-25,·,·,12,-3,·,0
O=S(=O)(c1ccc(F)cc1)N1CCCCN2[C@H](CO)[C@@H](c3ccc(C#CC4CCCC4)cc3)[C@@H]2C1,8,·,·,-2,-7,·,1,2
COc1ccc(OC)c(NC(=O)C23CCC(C)(C(=O)O2)C3(C)C)c1 (stereo unspecified),-14,·,-7,-5,·,·,0,-20
Cc1cc(NC(=O)CSC2=NS(=O)(=O)c3cc(Cl)ccc3N2)no1,-2,7,0,4,-6,-15,2,-4
COc1ccc(CN(C)C[C@@H]2OCCCC[C@H](C)Oc3ccc(NC(=O)Nc4ccc(OC)cc4)cc3C(=O)N([C@H](C)CO)C[C@@H]2C)cc1,-2,-19,·,5,5,·,-1,-2
COc1ccc(/C=N/NC(=S)Nc2ccccc2)cc1COc1ccc(Br)cc1,-5,4,?,10,1,0,-1,0
O=C(NC1CC(=O)N(c2ccc3c(c2)OCCO3)C1)N1CCC(O)CC1 (stereo unspecified),-12,27,9,-2,3,17,-2,3
CC(=O)c1ccc(C(=O)Nc2ccc(N3CCOCC3)cc2)cc1,-4,·,-12,0,·,·,-6,-2
C[C@@H](NC(=O)C[C@@H]1CC[C@H]2[C@@H](COC[C@@H](O)CN2C(=O)Nc2cc(Cl)cc(Cl)c2)O1)c1ccccc1,-10,-4,10,-3,-33,-11,3,11
C[C@@H]1CCCCO[C@@H](CN(C)C(=O)CCC(F)(F)F)[C@H](C)CN([C@H](C)CO)C(=O)c2cc(N(C)C)ccc2O1,6,-1,-22,·,-16,9,·,·
COC(=O)c1ccccc1S(=O)(=O)N1CCCC(c2nc3c(nnn3Cc3ccc(C)cc3)c(=O)[nH]2)C1 (stereo unspecified),1,24,-4,-2,16,7,-5,-12
CCc1ccc(OC(C)C(=O)Nc2ccc(S(=O)(=O)Nc3nccs3)cc2)cc1 (stereo unspecified),-5,-13,·,1,-6,-12,0,7
Cc1ccc2c(Cl)c(C(=O)Nc3nn[nH]n3)sc2c1,0,-4,·,·,4,30,·,·
O=C(NNC(=S)NC(=O)c1ccccc1[N+](=O)[O-])c1ccccc1,4,·,-17,-3,·,·,-6,8
COCCOC(=O)N1C(=O)[C@@]2(c3cc(C#CCCO)ccc31)[C@H](C(N)=O)[C@H]1C(=O)O[C@H](c3ccccc3)[C@H](c3ccccc3)N1[C@@H]2c1ccc(OCCO)cc1,4,·,·,-18,-31,·,-1,-9
C=CCNc1nc(Nc2ccc(-c3nc4ccccc4o3)cc2)nc(N2CCOCC2)n1,-10,10,-14,-13,·,-8,-4,-4

# Rewritten with values under each structure: 4 of the compounds above.
# The line under a structure holds: PGC1a acetyl inh, GSIS activator, C2C12 statin, Cneo AK release, PAX8 reporter, LGR2 inh, PglD inh, ARNT-TACC3 inh
- COC(=O)c1ccccc1S(=O)(=O)N1CCCC(c2nc3c(nnn3Cc3ccc(C)cc3)c(=O)[nH]2)C1 (stereo unspecified)
  1, 24, -4, -2, 16, 7, -5, -12
- CCc1ccc(OC(C)C(=O)Nc2ccc(S(=O)(=O)Nc3nccs3)cc2)cc1 (stereo unspecified)
  -5, -13, ·, 1, -6, -12, 0, 7
- Cc1ccc2c(Cl)c(C(=O)Nc3nn[nH]n3)sc2c1
  0, -4, ·, ·, 4, 30, ·, ·
- O=C(NNC(=S)NC(=O)c1ccccc1[N+](=O)[O-])c1ccccc1
  4, ·, -17, -3, ·, ·, -6, 8

# Carrying on.
SMILES,PGC1a acetyl inh,GSIS activator,C2C12 statin,Cneo AK release,PAX8 reporter,LGR2 inh,PglD inh,ARNT-TACC3 inh
COc1cccc(C2=CC(c3ccc(OC)c(OC)c3OC)n3nnnc3N2)c1 (stereo unspecified),6,·,3,7,·,·,3,16
Cn1ccc2c(/C=C/c3ccc(F)cc3)cc3c(c21)C1CCC3O1 (stereo unspecified),4,23,7,-3,7,9,2,·
COc1ccc(CNC(C)(C)C)cc1Cl,10,12,1,-1,·,-5,5,0
c1nc(N2CCCC2)c2[nH]cnc2n1,·,·,11,1,·,·,0,-2
COc1ccccc1CNC(=O)C[C@@H]1C[C@H]2c3cc(NC(=O)c4ccc5c(c4)OCO5)ccc3O[C@H]2[C@@H](CO)O1,-7,-7&4,10,1,-3,5&9,-1,·
NC(=O)c1oc2ccccc2c1NC(=O)c1ccco1,-8,·,19,-1,42,-11,1,12
COc1ccc(CN2C[C@H](C)[C@@H](OC)CN(C)C(=O)c3ccc(NC(C)=O)cc3OC[C@@H]2C)cc1,7,-18,-10,45,-11,8,-2,7
CN1CCc2c(OCC(=O)N3CCC(Cc4ccccc4)CC3)cccc2C1=O,1,-65,·,·,37,15,·,4
Cc1ccc(S(=O)(=O)CCC(=O)N(Cc2nnc(-c3ccc(Cl)cc3)o2)C2CC2)cc1,-7,11,1,0,-21,-20,2,-1
C[C@H](CO)N1C[C@H](C)[C@H](CN(C)C(=O)Nc2ccc3c(c2)OCO3)Oc2c(NS(=O)(=O)c3cccs3)cccc2C1=O,38,-20,-22,5,·,-1,2,4
Cc1c(Cl)cccc1NC(=O)NNC(=O)CCc1ccccc1,2,-7,3,4,5,-4,2,-7
Cn1c(=O)[nH]c(=O)c2c1nc(CN1CCN(Cc3ccccc3)CC1)n2CC(N)=O,2,10,-4,1,-15,5,6,-4
COc1cccc(NC(=O)C(=O)NCCC2CCCCN2S(=O)(=O)c2cccs2)c1 (stereo unspecified),·,-10,9,·,·,-87,·,0
COc1ccccc1NC(=O)CCNS(=O)(=O)c1ccc2c(c1)CCN2C(C)=O,-2,12,-2,0,0,1,-2,0
COc1ccc(C(=O)CC(=O)C(=O)Nc2ccc([N+](=O)[O-])cc2C)cc1,9,·,-5,2,-9,-14,0,6
COc1c(F)cccc1C1=CC(=O)C[C@H](c2ccc(F)cc2)C1,-9,6,2,·,5,-7,·,·
COc1ccc(-c2c(C#N)c(N)nc(Sc3ccc(Cl)cc3)c2C#N)cc1,6,-1,·,·,36,18,·,-3
Cc1occc1C(=O)N1CCN(S(=O)(=O)c2ccccc2)CC1,5,22,·,1,-2,-16,-6,-4
O=C(NCCCn1ccnc1)c1ccccc1Cl,8,25,7,1,7,3,4,-5
COc1ccc(C(C(=O)NC(C)(C)C)N(C(=O)CNC(=O)c2cccs2)c2ccc(NC(C)=O)cc2)cc1OC (stereo unspecified),-8,-14,-3,-1,-11,-13,-2,-2
CCO[C@@H]1OC(C(=O)NC2CC2)=C[C@H](c2csc3ccccc23)[C@H]1CCCO,·,-14,22,6,8,6,-3,-11
O=C(Cc1cccs1)NNC(=S)NC(=O)c1ccco1,11,-12,·,·,-11,2,·,17
CC(OC(=O)c1ccc(S(=O)(=O)NCc2ccco2)cc1)C(=O)Nc1ncc(Cl)cc1Cl (stereo unspecified),·,0,·,·,9,7,·,8
Cc1c(Cc2ccccc2)c(=O)[nH]c(=O)n1C,-16,·,3,0,·,-4,5,0
O=C(NC1c2ccccc2-c2ccccc21)c1ccco1,-12,·,120*,0,·,·,0,-2
COc1ccccc1-c1nnc2sc(COc3ccc(F)cc3)nn12,17,·,·,4,·,·,-2,-2
COc1ccccc1N/C=C/C(=C(C#N)C#N)N(C)C,14,15,5,1,-7,-5,-5,2
COc1cc(C)ccc1OCCOc1ccccc1Cl,-11,·,0,-2,·,·,-1,-2
COCC(=O)N1[C@H](CO)[C@@H](c2ccccc2)[C@@H]1C#N,2,9,8,6,6,9,3,22
C[C@@H]1CN([C@H](C)CO)C(=O)c2cccc(NC(=O)Nc3ccccc3)c2O[C@H]1CN(C)C(=O)Nc1cccc2ccccc12,1,7,29,3,6,9,1,-4
Cc1cc(NC(=O)COC(=O)c2cccc(OCc3ccccc3)c2)no1,0,·,-8,1,·,·,-2,-1
O=C(CN1C(=O)COc2ccc(S(=O)(=O)N3CCOCC3)cc21)NCc1ccccn1,·,13,·,·,-29,-4,·,-3

# Record cards, from the list above:
# COc1cc(C)ccc1OCCOc1ccccc1Cl reads PGC1a acetyl inh = -11; GSIS activator = ·; C2C12 statin = 0; Cneo AK release = -2; PAX8 reporter = ·; LGR2 inh = ·; PglD inh = -1; ARNT-TACC3 inh = -2
# Cc1c(Cc2ccccc2)c(=O)[nH]c(=O)n1C reads PGC1a acetyl inh = -16; GSIS activator = ·; C2C12 statin = 3; Cneo AK release = 0; PAX8 reporter = ·; LGR2 inh = -4; PglD inh = 5; ARNT-TACC3 inh = 0

# Part of the list above, showing only PAX8 reporter and C2C12 statin:
SMILES,PAX8 reporter,C2C12 statin
COCC(=O)N1[C@H](CO)[C@@H](c2ccccc2)[C@@H]1C#N,6,8
C[C@@H]1CN([C@H](C)CO)C(=O)c2cccc(NC(=O)Nc3ccccc3)c2O[C@H]1CN(C)C(=O)Nc1cccc2ccccc12,6,29

# Screening results (PubChem BioAssay)
